Screening results deposited in PubChem BioAssay by National Center for Advancing Translational Sciences (NCATS).
p53 reactivation = qHTS assay for re-activators of p53 using a Luc reporter | H1299 p53-A138V BP100-luciferase reporter, luminescence, 24 h | Potency, µM (series often up to 92.2 µM), inactives show at the top dose activity change, positive = activation, hits mostly activators | 320,000 tested, 0.063% active; note: potency is the fitted concentration of half-maximal effect; % of control where 0% means no effect; nearly all actives have a fitted effect of over 45% in size
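p53-null H1299 cells stably carrying temperature-sensitive p53-A138V and a BP100-luciferase reporter were pinned with compounds (4-point, 1:5 series) and held 24 hrs at 37 deg C. Luminescence was read 10 min after detection reagent.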
FLuc modulator = qHTS profiling assay for firefly luciferase inhibitor/activator using purifed enzyme and Km concentrations of substrates (counterscreen for miR-21 project) | AID 588342, 2011 | 360,000 tested, 6.9% active | purified FLuc, Km substrates, luminescence inhibition | Potency, µM (top dose mostly 57.5 µM), inactives show at the top dose activity change, negative = inhibition, actives largely listed as inhibitors;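 note: potency is the fitted concentration of half-maximal effect; plate controls were vehicle for no effect and reference inhibitor for full effect; nearly all actives have a fitted effect of over 55% in size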
Target sequence (P08659 whole entry, looked up): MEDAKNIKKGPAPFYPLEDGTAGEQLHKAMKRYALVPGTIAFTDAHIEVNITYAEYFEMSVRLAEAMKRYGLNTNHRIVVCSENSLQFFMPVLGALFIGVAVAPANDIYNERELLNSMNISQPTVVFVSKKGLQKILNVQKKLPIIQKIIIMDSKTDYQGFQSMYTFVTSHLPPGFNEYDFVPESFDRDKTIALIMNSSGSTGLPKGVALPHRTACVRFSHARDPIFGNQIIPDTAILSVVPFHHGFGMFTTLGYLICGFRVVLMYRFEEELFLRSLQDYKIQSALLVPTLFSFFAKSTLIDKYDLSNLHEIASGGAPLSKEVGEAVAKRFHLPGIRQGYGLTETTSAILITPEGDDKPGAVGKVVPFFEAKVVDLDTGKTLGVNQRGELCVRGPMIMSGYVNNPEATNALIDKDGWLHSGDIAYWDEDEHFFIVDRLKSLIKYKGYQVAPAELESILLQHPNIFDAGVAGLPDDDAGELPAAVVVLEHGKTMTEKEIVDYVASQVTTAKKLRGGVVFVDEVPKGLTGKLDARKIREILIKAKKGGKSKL
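Biochemical qHTS of compounds, final roughly 60 µM downward over six points, against 10 nM purified firefly luciferase using Km concentrations of substrates (10 uM D-luciferin, 10 uM ATP) in Tris acetate pH 7.5 buffer; luminescence output.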
Rab9 promoter act = qHTS Assay for Rab9 Promoter Activators | AID 485297, 2010 | 320,000 tested, 2.8% active | Potency, µM (titrated, usually from 9.22 µM), without a hit: at the highest dose activation, negative = inhibition, actives largely listed as activators | Huh7 Rab9 promoter-luciferase reporter, luminescence, 24 h; note: potency is the fitted concentration of half-maximal effect; % of control where 0% means no effect; nearly all actives have a fitted effect of over 60% in size
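Stable Rab9-luc Huh7, 1500 cells/well, 2 h settle; cmpd in DMSO, 24 h, 37 °C/5% CO2; luciferase reagent 10 min RT; luminescence.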
NPC1 promoter act = qHTS Assay for NPC1 Promoter Activators | Huh7 NPC1 promoter luciferase reporter, 24 h | Potency, µM (doses to about 9.22 µM), for the others: top-dose activation, actives largely listed as activators | 320,000 tested, 2.4% active | AID 485313, 2010;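 note: potency is the fitted concentration of half-maximal effect; % of control where 0% means no effect; nearly all actives have a fitted effect of over 60% in size; reporter is driven by a mutant NPC1 promoter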
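Stably transfected Huh7 (NPC1 promoter→luciferase), 1500 cells/well in Opti-MEM + 10% FBS, 2 h settle, then compound 24 h at 37 °C. Luminescence after 10 min with Amplite reagent.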
ELG1 repair inh = qHTS screen for small molecules that inhibit ELG1-dependent DNA repair in human embryonic kidney (HEK293T) cells expressing luciferase-tagged ELG1; HEK293T ELG1-luciferase reporter, luminescence, 16 h; DNA damage induced by 5-fluorouridine; Potency, µM (series often up to 46.1 µM), inactives show at the top dose activity change, negative = inhibition, actives largely listed as inhibitors; 330,000 tested, 2.3% active; note: potency is the fitted concentration of half-maximal effect; % is set by controls: 0 for no effect and ±100 for the full control effect; nearly all actives have a fitted effect of over 55% in size
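Step one: seed 2,000 cells per well. Step two: pin-transfer compound or DMSO alongside 5-fluorouridine. Step three: incubate 16 hr, 37 °C, 5% CO2. Step four: add ONE-Glo, wait 30 min, read luminescence.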
ELG1 genotoxic = qHTS screen for small molecules that induce genotoxicity in human embryonic kidney (HEK293T) cells expressing luciferase-tagged ELG1; HEK293T ELG1-luciferase reporter, luminescence, 16 h; Potency, µM (highest dose often 46 µM), inactives show top-dose activity change, positive = activation, usual class: activators; 330,000 tested, 1.3% active; AID 504466, 2011; note: potency is the fitted concentration of half-maximal effect; % of control where 0% means no effect; nearly all actives have a fitted effect of over 60% in size
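Luminescence read-out: rising ELG1-luciferase signal, reflecting elevated ELG1 protein under genetic stress, flags genotoxic compounds. Cells were treated for 16 hr at 37 °C before ONE-Glo detection.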
Gal4-VP16 FLuc = VP16 counterscreen qHTS for inhibitors of ROR gamma transcriptional activity; Potency, µM (highest dose often 53.6 µM), for inactives: top-dose activity, negative = inhibition, usual class: inhibitors; 310,000 tested, 3.5% active; AID 2546, 2010; Drosophila S2 Gal4-VP16 UAS-luciferase, luminescence, 20 h;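 note: Gal4-VP16 expression switched on by copper sulfate through the metallothionein promoter; potency is the fitted concentration of half-maximal effect; % is set by controls: 0 for no effect and ±100 for the full control effect; nearly all actives have a fitted effect of over 50% in size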
RORg inh = qHTS for inhibitors of ROR gamma transcriptional activity; Nuclear receptor ROR-gamma (Mus musculus), P51450; Potency, µM (titrated, usually from 53.6 µM), for the others: at the highest dose activity change, negative = inhibition, most hits filed as inhibitors; 310,000 tested, 5.4% active; Drosophila S2 Gal4-RORgamma UAS-luciferase reporter, 20 h; note: potency is the fitted concentration of half-maximal effect; % is set by controls: 0 for no effect and ±100 for the full control effect; nearly all actives have a fitted effect of over 60% in size
Target sequence (P51450 whole entry, looked up, the tested form may be a part): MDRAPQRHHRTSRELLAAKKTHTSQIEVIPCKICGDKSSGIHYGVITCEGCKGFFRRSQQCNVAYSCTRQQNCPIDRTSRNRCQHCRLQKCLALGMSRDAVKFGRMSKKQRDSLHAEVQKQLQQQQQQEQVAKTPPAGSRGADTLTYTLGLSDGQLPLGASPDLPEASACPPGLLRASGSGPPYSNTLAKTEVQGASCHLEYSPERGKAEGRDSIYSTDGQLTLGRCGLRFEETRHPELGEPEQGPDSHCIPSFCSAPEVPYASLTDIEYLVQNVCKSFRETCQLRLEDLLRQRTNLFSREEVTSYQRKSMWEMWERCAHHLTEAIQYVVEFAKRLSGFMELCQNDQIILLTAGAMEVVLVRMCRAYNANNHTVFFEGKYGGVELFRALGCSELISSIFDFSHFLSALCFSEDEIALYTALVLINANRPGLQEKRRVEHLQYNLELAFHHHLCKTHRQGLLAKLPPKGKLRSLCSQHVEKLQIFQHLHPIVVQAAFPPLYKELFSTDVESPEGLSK
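ROR gamma transcriptional activity was tracked as Gal4-UAS luciferase output in stably transfected Drosophila Schneider cells, with compound added 1 hr before 700 uM copper sulfate induction and a 20 hr ambient-temperature incubation.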
BRCA1 expr act = qHTS Assay to Identify Small Molecule Activators of BRCA1 Expression; MCF7-BRCA1-FFLuc reporter, luminescence, 48 h; response scale: scaled: vehicle 0%, 10 µM genistein 100%; Potency, µM (top dose mostly 46.1 µM), for the others: top-dose activation, actives largely listed as activators; 380,000 tested, 1.1% active; AID 624202, 2012; note: potency is the fitted concentration of half-maximal effect; nearly all actives have a fitted effect of over 80% in size; some results filed as inactive show a strong effect at the top dose
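MCF7-BRCA1-FFLuc cells, 2000/well in phenol-red-free MEM, attached 2 h then treated 48 h at 37 C. Luciferase luminescence read 15 min after reagent; normalized to genistein maximum activation (10microM) and DMSO, concentration-response fitted.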
TRPV1 agonist = HTS Assay for Compounds that Act as Agonists of the Vanilloid Receptor 1; 320,000 tested, 0.19% active; TRPV1-expressing cells, Fluo-8 calcium influx, agonist mode; AID 540275, 2011; Transient receptor potential cation channel subfamily V member 1 (Homo sapiens), Q8NER1; activation, % at 8.33 µM; in the data active = activation above about 80%; inconclusive = between about 30% and that limit; note: 0% is about no effect
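Fluo-8 calcium influx in TRPV1-expressing cells, kinetic read (ex 480/em 520 nm). Compound added and read 3 min for agonist activity, followed by capsaicin at EC20 final and 2 min further read for enhancement.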
Tb PFK inh = qHTS Assay to Find Inhibitors of T. brucei phosphofructokinase; ATP-dependent 6-phosphofructokinase (Trypanosoma brucei brucei), O15648; 330,000 tested, 0.17% active; AID 485367, 2010; Potency, µM (series often up to 57.5 µM), inactives show at the highest dose activity, negative = inhibition, usual class: inhibitors; T. brucei PFK, ADP-Glo luminescence;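 note: potency is the fitted concentration of half-maximal effect; 0% = uninhibited 1x PFK enzyme wells and -100% = no-enzyme wells; nearly all actives have a fitted effect of over 60% in size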
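Activity is normalized to no-enzyme wells (full inhibition) and 1.25 nM enzyme wells (no inhibition). Reaction: 0.5 mM F6P, 0.1 mM ATP, 45 min RT, ADP-Glo luminescence; concentration-response curves fitted and classed by quality.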
The depositor's hits bear a star; ? = inconclusive; · = no result given; & = joins results of further samples; [ ] = dose if it differs, or a comment. Unless noted, calls come from the whole dose curve; as a rule, active = well fitted curve in the direction sought with a large enough effect; inconclusive = small, poorly fitted or top-dose-only effect, or another doubt; inactive = no such curve, though single readings can be large; an effect the other way counts as inactive or inconclusive.

Sequence of screens – p53 reactivation, FLuc modulator, Rab9 promoter act, NPC1 promoter act, ELG1 repair inh, ELG1 genotoxic, Gal4-VP16 FLuc, RORg inh, BRCA1 expr act, TRPV1 agonist, Tb PFK inh
> O=S(=O)(NCc1ccc(C(F)(F)F)cc1)c1ccc(-n2cnnn2)cc1
→ -7.2%, 2.0%, -2.6%, -2.4%, 5.9%, 6.4%, -8.7%, 0.4%, -11.3%, 11.6, 1.9%
> CCCCNC(=O)c1ccc(CS(=O)(=O)c2ccccc2OC)o1
→ -1.1%, 0.4%, -7.6%, -1.9%, -22.9%, -4.0%, 3.6%, 10.8%, 1.2%, 0.2, -0.5%
> CCOC(=O)c1ccc(NC(=O)NCc2c(C)nn(CC)c2C)cc1
→ 4.8%, -0.1%, -9.4%, -1.0%, 0.0%, -8.5%, -14.8%, 6.8%, -11.2%, 21.8, -1.3%
> CCOc1cc(/C=N/NC(=O)c2ccccc2-n2cccc2)ccc1O
→ -4.8%, 0.9%, -11.5%, -2.6%, ?, -0.4%, ·, ·, -19.5%, 0.4, -5.9%
> CCS(=O)(=O)c1nc(S(=O)(=O)c2ccc(C)cc2)c(N2CCC(C)CC2)s1
→ -10.1%, 1.5%, 0.0%, 1.2%, 14.9%, -0.2%, -0.7%, 5.1%, -3.6%, 22.4, -6.1%
> CCOC(=O)Cn1cc(/C=C/[N+](=O)[O-])c2ccccc21
→ -9.1%, -11.1%, -2.5%, -1.7%, -4.9%, -21.6%, 12.6µM*, ?, -55.8%, 8.6, 16.0%
> O=C(NCc1nnc(SCC(=O)N2CCCC2)o1)c1ccc(F)cc1
→ 6.6%, 3.0%, -1.8%, 1.7%, 5.5%, 2.3%, -1.1%, 3.4%, 3.9%, 1.6, 0.3%
> Cc1ccc(NC(=O)CCN2C(=O)c3cccc4cccc(c34)C2=O)cc1
→ -1.0%, -2.1%, -7.9%, 0.3%, -2.9%, 2.9%, -5.7%[10 µM], 11.4%, -27.8%, 1.4, -1.8%
> CCCn1cc(S(=O)(=O)c2ccc(OC)cc2)c(=O)c2cc(OC)ccc21
→ -8.0%, -1.3%, -1.9%, 3.5%, -1.8%, 0.1%, -11.6%, 9.4%, 11.3%, 15.3, 1.0%
> Clc1ccc(-c2csc3ncnc(NCCN4CCOCC4)c23)cc1
→ -3.7%, 0.2%, 2.8%, -6.0%, 18.4µM*, -22.2%, -10.0%, -1.3%, 8.3%, 8.9, -4.6%
> O=C(NNC(=S)Nc1ccc(Cl)c(Cl)c1)c1ccccn1
→ ?, ?, -31.6%[inhibitor], -4.7%, 26.6%, ?, -11.9%, ?, -44.8%, 22.2, ?
> COc1cccc(/C=C/C(=O)OCC(=O)Nc2cccc(S(=O)(=O)NC3=NCCCCC3)c2)c1
→ -3.3%, ·, ·, ·, -0.6%, 2.9%, ·, ·, -14.6%, ·, 6.6%
> CC(C)CC(=O)Nc1ccc(OCC(=O)O)cc1
→ 1.2%, 2.8%, -1.1%, -0.7%, -1.4%, 3.4%, -8.4%, -12.2%, 4.8%, -2.4, 2.4%
> O=C(C1CC1c1ccccc1)N1CCN(c2cccc(Cl)c2)CC1 (centres undefined)
→ -20.2%, 1.0%, 0.4%, 1.3%, ?, 1.0%, 8.7%, 19.1%, -18.6%, ?, -15.5%
> CCOc1cc(/C=C/c2cccc[n+]2C)ccc1OCC(=O)Nc1ccc(C)cc1
→ 0.5%, -1.3%, 3.2%, -5.1%, -1.4%, -8.1%, -4.1%, -9.0%, -16.0%, -1.1, 1.2%
> O=C(c1ccccc1)N1CCN(C2c3cccc4cccc(c34)C2NS(=O)(=O)c2ccccc2)CC1 (centres undefined)
→ -3.5%, -4.4%, -4.0%, -2.6%, ?, -4.6%, -10.9%, -14.9%, -85.3%[inhibitor], 0.8, 13.5%
> Cc1ccccc1-c1nc(CS(=O)(=O)CC(=O)NCCCN2CCCC2)c(C)o1
→ 5.5%, 1.2%, 0.3%, -0.1%, 12.3%, 3.7%, -1.0%, -23.7%, -4.2%, -1.9, 1.3%
> Cn1c(=O)c(=O)n(C)c2cc(S(=O)(=O)N3CCN(c4ccccc4F)CC3)ccc21
→ 10.6%, -2.2%&2.5%, -1.6%, -1.5%, -9.2%, 1.2%, ?, 161.5%, -12.8%&-4.6%, 8.0, 1.2%
> O=C(CN(C(=O)Cn1nnc(-c2ccc(F)cc2)n1)c1cnc2ccccc2c1)NCC1CCCO1 (centres undefined)
→ -4.1%, 1.3%, -0.9%, 1.1%, ?, -1.1%, -16.6%, 28.7%, -6.4%, -0.5, -0.1%
> Cc1ccccc1CN1CCN(c2ccc(S(=O)(=O)N3CCCC3)cn2)CC1
→ -3.3%, 2.9%, -4.4%, -6.7%, -7.8%, 0.5%, ·, ·, -36.7%, 3.4, -7.8%
> COc1ccc(-c2nnc3ccc(SCC(=O)Nc4nc5ccc(C)cc5s4)nn23)cc1OC
→ -0.4%, 2.1%, -0.2%, -1.5%, ?, -0.4%, -1.0%, ?, 11.0%, -3.9, 5.1%
> COc1ccc(-c2noc(C3CCCN(S(=O)(=O)c4ccc(C)c(Cl)c4)C3)n2)cc1OC (centres undefined)
→ -2.9%, 2.5%, -5.4%, -1.5%, -12.8%, -3.6%, 2.1%, 14.4%, -3.0%, 1.2, 0.3%
> CC1=NNC(=O)C1CC(=O)N/N=C/c1cccs1 (centres undefined)
→ -1.4%, -0.3%, 0.8%, -0.9%, 4.0%, -1.1%, -0.8%, -4.6%, -10.7%, 0.5, 0.6%
> Cc1ccc(NC(=O)CCS(=O)(=O)c2ccc3c(c2)NC(=O)C(C)S3)nc1 (centres undefined)
→ -0.7%, 1.4%, 0.4%, 2.3%, -16.1%, -4.1%, -4.5%, 15.7%, -19.0%, -3.4, -13.4%
> N#CCOc1nc(N2CCOCC2)nc(N2CCOCC2)n1
→ -2.8%, 5.1%, -1.7%, -4.3%, 14.9%, -2.0%, ·, -2.9%[0.365 µM], 2.1%, 0.4, -18.0%
> Cc1cccc(NC(=O)c2nc[nH]c2C(=O)NCCCCCCNC(=O)c2[nH]cnc2C(=O)Nc2cccc(C)c2)c1
→ -8.4%, -1.9%, -3.9%, 0.6%, 9.2µM*, -6.1%, ·, ·, -3.6%, 3.2, -0.4%
> O=C(NCCc1ccccc1)C(=O)NCCC1CCCCN1S(=O)(=O)c1cccs1 (centres undefined)
→ -7.6%, -0.8%, -1.7%, 1.4%, -21.7%, -3.4%, ·, ·, -39.3%, 16.1, -5.6%
> Nc1cccc(-c2nc3ncccc3o2)c1
→ 1.5%, ?, 23.2%, ?, ?, 1.5%, -2.3%, ?, ?, 1.4, 1.2%
> Cc1ccc(NC(=O)CN2CCCC2)c2c1CC(C)(C)O2
→ 0.8%, 2.0%, 9.8%, 12.2%, 26.9%, 0.5%, 10.8%, 8.6%, -5.2%, 6.7, 1.5%
> CCCn1c(=O)c2c(nc3n2CCS3)n(C)c1=O
→ -0.7%, -2.6%, 1.4%, -5.1%, -2.7%, 0.7%, -2.8%, 4.4%, -4.8%, 0.2, -0.9%
> CC1CCN(c2cc(N3CCN(C(=O)c4ccc(F)c(F)c4)CC3)c([N+](=O)[O-])cc2F)CC1
→ -0.7%, -1.2%, -9.4%, -3.5%, -18.2%, -3.6%, ?, ?, -43.9%, 1.8, -2.4%
> Cc1nn(CC(=O)NCCN2CCOCC2)c(=O)c2cc3sccc3n12
→ 0.2%, 1.4%, -2.0%, 0.8%, ?, 3.6%, 2.3%, -13.8%, -0.2%, 0.6, 3.6%
> Cc1ccccc1N(CC(=O)NCC1CCCO1)C(=O)CCC(=O)Nc1nccs1 (centres undefined)
→ -0.3%, 1.5%, 4.5%, 0.3%, -0.6%, -2.7%, 3.1%, 4.7%, -15.9%, -0.3, 1.6%
